AmpC inh detg – blocks E. coli AmpC beta-lactamase in detergent assay; Potency, µM (top dose mostly 114 µM), inactives show at the highest dose activity change, negative = inhibition, hits mostly inhibitors; P00811; AmpC hydrolysis of nitrocefin, absorbance 480 nm, 0.01% Triton; actives 0.041% (n = 370,000);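 further: potency means the concentration at half of the fitted maximal effect; 0% = no-compound wells and -100% = no-enzyme wells; nearly all actives have a fitted effect of over 25% in size; some results filed as inactive show a strong effect at the top dose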
Target sequence (P00811 whole entry, looked up): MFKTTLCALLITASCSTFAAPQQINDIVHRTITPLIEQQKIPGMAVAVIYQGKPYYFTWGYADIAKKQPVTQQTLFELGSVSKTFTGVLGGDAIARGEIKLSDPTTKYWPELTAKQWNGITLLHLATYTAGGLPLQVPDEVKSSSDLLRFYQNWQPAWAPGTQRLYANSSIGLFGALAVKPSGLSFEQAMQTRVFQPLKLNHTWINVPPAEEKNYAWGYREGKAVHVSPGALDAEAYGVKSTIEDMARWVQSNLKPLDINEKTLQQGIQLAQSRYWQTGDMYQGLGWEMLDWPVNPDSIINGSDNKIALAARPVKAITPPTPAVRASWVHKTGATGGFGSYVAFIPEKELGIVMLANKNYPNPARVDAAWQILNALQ
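20 mM phosphate pH 7.0 + 0.01% (detergent screen) or 0.0001% Triton X-100; 5.3 nM AmpC reagent; cpd preinc 15 min RT; nitrocefin (800 uM stock) to start; A480 q20 s × 4 min; Activity was normalised to no-enzyme and no-compound control wells.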
FBPA Giardia inh – blocks Giardia fructose-bisphosphate aldolase activity. Potency, µM (highest dose often 59.6 µM), without a hit: top-dose activity, negative = inhibition, most hits filed as inhibitors. purified Giardia FBPA. actives 0.71% (n = 290,000); further: potency means the concentration at half of the fitted maximal effect; nearly all actives have a fitted effect of over 55% in size
Target sequence (A8B2U2 whole entry, looked up): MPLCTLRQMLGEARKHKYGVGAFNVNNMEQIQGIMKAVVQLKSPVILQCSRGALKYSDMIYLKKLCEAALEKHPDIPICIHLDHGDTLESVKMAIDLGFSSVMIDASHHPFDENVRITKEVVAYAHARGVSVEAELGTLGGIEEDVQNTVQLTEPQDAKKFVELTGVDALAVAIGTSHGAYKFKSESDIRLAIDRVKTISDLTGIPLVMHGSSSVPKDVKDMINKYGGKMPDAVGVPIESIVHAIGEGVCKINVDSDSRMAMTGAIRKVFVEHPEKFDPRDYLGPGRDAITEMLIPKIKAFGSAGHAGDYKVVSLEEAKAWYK
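Giardia FBPA (40 nM reagent) was preincubated 10 min at RT with compound (up to 57.5 uM final), then substrate plus GAPDH/TPI/NAD/arsenate coupling system with diaphorase/resazurin was added; resorufin fluorescence (525/598 nm) was read after 20 min.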
Sm TGR block – blocks Schistosoma mansoni thioredoxin glutathione reductase; Q962Y6; purified TGR, DTNB reduction, TNB absorbance 405 nm; Potency, µM (titrated, usually from 114 µM), inactives show at the top dose activity change, negative = inhibition, usual class: inhibitors; actives 3% (n = 360,000); further: potency means the concentration at half of the fitted maximal effect; nearly all actives have a fitted effect of over 60% in size
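TGR 20 nM + NADPH 100 uM (dispensed conc.), cpd preinc 15 min RT; start with NADPH (500 uM addition) then DTNB (15 mM addition). Kinetic TNB absorbance, 405 nm filter. Four-parameter Hill fit across titration.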
HCMV antiviral – human cytomegalovirus inhibition; HFF cells, HCMV-luciferase reporter, 72 h; stronger effect = lower value; activity change, negative = inhibition, % at 57.5 µM; actives 4.5% (n = 410,000); AID 1259415; in the data active means activity change below about -60%; inconclusive means no clear call, values can overlap the other calls; inactive means above about -39%
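Steps: HFFs plated, 16 h 37C; compounds added; HCMV-luciferase added to MOI 1 PFU/cell; 72 h 37C; OneGlo reagent, 5 min room temperature; luminescence read, normalized to controls.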
AmpC no deterg – AmpC beta-lactamase inhibition without detergent. AmpC nitrocefin hydrolysis, absorbance 480 nm, 0.0001% Triton. Potency, µM (top dose mostly 57.1 µM), for inactives: top-dose activity change, negative = inhibition, usual class: inhibitors. actives 0.52% (n = 330,000). AID 485341;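 further: potency means the concentration at half of the fitted maximal effect; plate controls were no compound for no effect and no enzyme for full effect; nearly all actives have a fitted effect of over 20% in size; some results filed as inactive show a strong effect at the top dose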
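AmpC (5.3 nM in the dispensed reagent) in 20 mM phosphate pH 7.0 with 0.01% (detergent screen) or 0.0001% Triton X-100 was preincubated with compounds for 15 min at room temperature. Nitrocefin was then added from an 800 uM solution, and hydrolysis was followed at 480 nm.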
AMA1 RON2 block – inhibitors of Plasmodium falciparum AMA1-RON2 interaction. AlphaScreen AMA1-biotinylated RON2 peptide binding. Potency, µM (titrated, usually from 58.2 µM), inactives show top-dose activity change, negative = inhibition, hits mostly inhibitors. actives 0.2% (n = 360,000). AID 720542;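 further: potency means the concentration at half of the fitted maximal effect; 0% = vehicle wells and -100% = peptide control; nearly all actives have a fitted effect of over 45% in size; some results filed as inactive show a strong effect at the top dose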
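AMA1 (3D7) with his tag at 25 nM final met compounds first, then biotinylated RON2 peptide at 25 nM; detection used donor plus acceptor beads, 10 µg/mL apiece, read by AlphaScreen after 30 min at room temperature.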
* marks the source's active call; other numbers are inactive results; ? = inconclusive; · = not tested or not shown; + = active, no number; & = joins results of further samples; [ ] = another dose, or the depositor's remark. Unless noted, the call rests on the fitted dose curve; in most records, active means well fitted curve in the direction sought with a large enough effect; inconclusive means small, poorly fitted or top-dose-only effect, or another doubt; inactive means no such curve, though single readings can be large; an effect the other way counts as inactive or inconclusive. Unless noted, on the % scale 0 is the no-effect control and ±100 the full control effect.

1. O=[N+]([O-])c1ccc(-c2ccc(C=Nc3cccc4ccccc34)o2)cc1
2. COc1cc(OC)c(NC(=S)NCc2ccccc2)cc1Cl
3. Cc1cc(F)ccc1NC(=O)c1cc(S(=O)(=O)N2CCCC2)cn1C
4. Cc1ccc(NC(=O)Cn2cc(C=O)c3ccccc32)cc1
5. COc1cccc2c1C(=O)c1ccc3ccccc3c1C2=O
6. CCc1nn(CC(=O)N2CCC(C)CC2)c(=O)c2cccn12
7. COc1ccc(NC(=O)c2ccco2)cc1NC(=O)c1cc(Br)ccc1Cl
8. Cc1ccc(CNC(=O)c2c(O)nc3c(C)cccn3c2=O)cc1

assay / entry	1	2	3	4	5	6	7	8
AmpC inh detg	?	1%	9%	-13%	-4%	-10%	-6%	8%
FBPA Giardia inh	-21%	1%	16%	5%	-3%	1%	·	·
Sm TGR block	1%	-23%	3%	-21%	-10%	-7%	10%	2%
HCMV antiviral	18	34	20	86	·	?	?	6
AmpC no deterg	-42%	-38%	-16%	-31%	-9%	-10%	·	·
AMA1 RON2 block	?	-6%	3%	-6%	-9%	-1%	·	·

9. COc1cccc(OCc2cc(C(=O)NCCc3cccc(C)n3)no2)c1
10. N#CC1(NC(=O)CN2C(=O)c3ccccc3C2=O)CCCCC1
11. COc1ccc(NC(=O)COc2ccc(S(=O)(=O)N3CCOCC3)cc2C)cc1OC
12. CCOc1ccccc1CNC(=O)C1CCN(c2nn3cc(-c4ccc(F)cc4)nc3s2)CC1
13. CCOc1ccc(N2CC(C(=O)NCCc3ccccc3)CC2=O)cc1 (stereo unspecified)
14. O=C(O)c1ccc(NC2=C/C(=N/S(=O)(=O)c3ccccc3)c3ccccc3C2=O)cc1
15. CC(=O)Nc1cccc(NC(=O)CSc2nnc(Cc3cccn3C)n2CCc2ccccc2)c1
16. COc1ccc(C(=O)NCC(=O)N/N=C/c2cn[nH]c2-c2ccccc2)cc1

assay / entry	9	10	11	12	13	14	15	16
AmpC inh detg	-12%	2%	-14%	1%	-5%	4%	2%	?
FBPA Giardia inh	-1%	·	1%	·	·	?	6%	0%
Sm TGR block	-29%	0%	5%	-9%	-24%	20µM*	0%	-5%
HCMV antiviral	79	-14	?	+	15	-101*	-24	?
AmpC no deterg	23%	-8%	17%	·	17%	-37%	125%[activator]	-50%
AMA1 RON2 block	17%	-10%	-14%	·	8%	?	0%	-4%

17. Cc1cc2cc(CNS(=O)(=O)c3ccccc3)ccc2n1C
18. Cc1nc(NC(=O)/C=C/c2ccccc2)n[nH]1
19. CC(C)CCOCC(=O)Nc1cccc(C(=O)O)c1
20. c1ccc(OCCOc2cccc3cccnc23)cc1
21. O=C(COc1ccc(Cl)cc1)Nc1ccccc1Cl
22. Cc1cc(OCCCSc2nc(-c3ccc(C(C)(C)C)cc3)nc3cc(=O)[nH]n23)ccc1Cl
23. Cn1cc(C(=O)N2CCc3ccccc3C2)c(=O)c2cc(S(=O)(=O)N3CCOCC3)ccc21
24. O=C(NCc1ccccc1)NCc1cccs1

assay / entry	17	18	19	20	21	22	23	24
AmpC inh detg	-13%	-2%	1%	-2%	?	0%	-4%	?
FBPA Giardia inh	-28%	8%	15%	-3%	-2%	·	0%	0%
Sm TGR block	0%	-19%	5%	9%	7%	-19%	0%	0%
HCMV antiviral	-37	-96*	18	9	-8	-64*	-5	13
AmpC no deterg	-23%	-8%	-21%	-14%	-16%	·	84%[activator]	-15%
AMA1 RON2 block	?	20%	-2%	1%	-9%	·	15%	8%

25. CCOC(=O)c1c(C)oc2nc(C)nc(Nc3ccc(C)c(Cl)c3)c12
26. O=C(/C=C/c1ccc(S(=O)(=O)NCc2ccco2)cc1)NCc1cccc(Cl)c1
27. CN(Cc1ccccc1)S(=O)(=O)c1ccc(NC(=O)C2CCCO2)cc1 (stereo unspecified)
28. C=CCn1c(-c2ccccc2)ccc(C#N)c1=O
29. COc1cc(OC)c2ccc(=O)oc2c1C(CC(=O)N1CCCC(C)C1)c1ccc2c(c1)OCO2 (stereo unspecified)
30. O=C(Nc1ccc(Cl)cc1F)c1cc(S(=O)(=O)NC2CCCCCC2)ccc1F
31. CCNC(=O)COc1ccc(F)cc1C(=O)c1cnn(-c2ccccc2)c1
32. O=S(=O)(c1cccc(F)c1)N1CCCN(c2ccc(C(F)(F)F)cn2)CC1

assay / entry	25	26	27	28	29	30	31	32
AmpC inh detg	17%	?	-10%	-8%	4%	12%	-9%	-8%
FBPA Giardia inh	·	-1%	6%	-1%	-2%	·	7%	-3%
Sm TGR block	3%	-15%	-23%	0%	-6%	18%	-12%	25%
HCMV antiviral	17	7	6	-24	21	0	55	-7
AmpC no deterg	·	-31%	-3%	-24%	60%	·	77%[activator]	7%
AMA1 RON2 block	·	-8%	4%	22%	-15%	·	-26%	7%

4 structures from above, sorted by SMILES length, lowest first.
28. C=CCn1c(-c2ccccc2)ccc(C#N)c1=O
27. CN(Cc1ccccc1)S(=O)(=O)c1ccc(NC(=O)C2CCCO2)cc1 (stereo unspecified)
26. O=C(/C=C/c1ccc(S(=O)(=O)NCc2ccco2)cc1)NCc1cccc(Cl)c1
29. COc1cc(OC)c2ccc(=O)oc2c1C(CC(=O)N1CCCC(C)C1)c1ccc2c(c1)OCO2 (stereo unspecified)

assay / entry	28	27	26	29
AmpC inh detg	-8%	-10%	?	4%
FBPA Giardia inh	-1%	6%	-1%	-2%
Sm TGR block	0%	-23%	-15%	-6%
HCMV antiviral	-24	6	7	21
AmpC no deterg	-24%	-3%	-31%	60%
AMA1 RON2 block	22%	4%	-8%	-15%

(further entries)
33. O=C(OCC#CCSc1nnc(-c2cccc3ccccc23)o1)c1ccc(Br)cc1
34. Cc1ccccc1C(=O)Oc1ccccc1C(=O)N1CCOCC1
35. CCC(=O)N1CCc2cc(S(=O)(=O)NC(C(=O)NCc3ccc(F)cc3)C(C)C)ccc21 (stereo unspecified)
36. O=C(O)c1cc(C(F)(F)F)nc2ccccc12
37. COc1cc(CN2CCC(n3nccc3NC(=O)C3CC3)CC2)cc(OC)c1
38. COc1ccc(CC(=O)NC(C)c2ccc(S(N)(=O)=O)cc2)cc1S(=O)(=O)N1CCOCC1 (stereo unspecified)
39. O=C(O)CCn1c(=O)c2cccn2c2cccnc21
40. CCOS(C)(=O)=O

assay / entry	33	34	35	36	37	38	39	40
AmpC inh detg	?	?	-1%	2%	-8%	7%	-1%	-6%
FBPA Giardia inh	·	-2%	0%	-1%&1%	-5%	·	·	·
Sm TGR block	-3%	3%	6%	1%	3%	-5%	-2%	1%
HCMV antiviral	-11	12	22	-3	-13	-1	56	-25
AmpC no deterg	-17%&-17%	-13%	1%	-3%	-7%	-3%	·	-14%
AMA1 RON2 block	·	-1%	-7%	-7%	-3%	12%	·	-7%

41. COc1ccc(-c2noc(CCC(=O)N3CCC(c4cc(C)ccc4C)CC3)n2)cc1
42. CCCCOCCCNC(=S)Nc1ccc(S(=O)(=O)N2CCOCC2)cc1
43. CCNC(=S)N/N=C/c1cn(Cc2ccc(F)cc2)c2ccccc12
44. CCCc1[nH][nH]c(=O)c1C(c1cccc(Cl)c1)C(C#N)C#N (stereo unspecified)
45. CCOC(=O)c1c(C)[nH]c(C(=O)NCC(c2ccco2)N2CCCCC2)c1C (stereo unspecified)
46. Cc1noc(C)c1-c1nc(CS(=O)(=O)c2ccccc2)no1
47. C=CCc1cc(OC)c2c(c1)OCO2
48. CCOc1ccc(S(=O)(=O)N(C)c2ccc(OCC(=O)NCC3CCCCC3)cc2)cc1

assay / entry	41	42	43	44	45	46	47	48
AmpC inh detg	·	1%	-10%	-14%	·	-2%	-16%	·
FBPA Giardia inh	·	0%	1%	-1%	·	10%	·	·
Sm TGR block	·	?	7%	?	·	-4%	1%	·
HCMV antiviral	59	-30	-1	-7	-15	-84*	0	26
AmpC no deterg	61%[activator]	66%[activator]	-49%	-28%	-11%	-9%	-11%	-2%
AMA1 RON2 block	-10%	0%	0%	-3%	10%	16%	11%	-13%

49. CCc1nn(CC(=O)NCCc2ccc(Cl)cc2)c(=O)c2cccn12
50. COc1ccc2cc(CO)c(Cl)nc2c1
51. CCN1C(=O)C(CC(=O)Nc2c(C)cccc2C)Nc2cc(S(=O)(=O)N(C)C)ccc21 (stereo unspecified)
52. O=C(O)CCc1nc(-c2ccccc2)no1
53. COc1ccc(CNC(=O)Cn2cnc3c(SC)nc(N)nc32)cc1
54. CC1Cc2ccccc2N1C(=O)c1cc2c(=O)n3ccccc3nc2n1C (stereo unspecified)
55. O=C(CCN1C(=O)C2CCCCC2C1=O)N1CCN(S(=O)(=O)c2ccccc2)CC1 (stereo unspecified)
56. CC1=C(c2ccc(C)cc2)S(=O)(=O)N(Cc2ccc(C(=O)NCc3cccc(C)c3)cc2)C1=O

assay / entry	49	50	51	52	53	54	55	56
AmpC inh detg	-5%	-14%	-12%	-7%	·	-7%	-15%	22%
FBPA Giardia inh	·	-1%	0%	19%	·	-8%	·	·
Sm TGR block	0%	-2%	-17%	3%	·	-25%	-1%	-2%
HCMV antiviral	55	-38	-28	44	-15	-10	-17	54
AmpC no deterg	22%	-7%	10%	-9%	-1%	-21%	-3%	·
AMA1 RON2 block	0%	0%	5%	2%	-2%	15%	11%	·

57. Cc1cc(Oc2ccc(Cl)cc2)nc(-c2ccccc2O)n1
58. CCOc1ccc(NC(=O)CCSc2nnc(C)s2)cc1
59. CCCCCCNC1=NCCS1
60. COc1ccc(NC(=O)C2C(c3ccccc3)C2(Cl)Cl)c(OC)c1 (stereo unspecified)
61. O=C(NCc1ccccc1)NC1(C(=O)N2CCN(c3ncccn3)CC2)CCCCC1
62. Nc1ccncc1N
63. CC(=O)N1N=C(c2ccc(C)cc2)OC1c1ccc(C)cc1 (stereo unspecified)
64. Cc1c(Br)c([N+](=O)[O-])nn1C(C)C(=O)NCc1ccco1 (stereo unspecified)
65. CC(C)CCN(C(=O)CNC(=O)c1cccs1)C(C(=O)NC1CCCCC1)c1cccnc1 (stereo unspecified)
66. CC(=O)c1ccc(NC(=O)c2ccc3c(Cl)c4c(nc3c2)CCCC4)cc1

assay / entry	57	58	59	60	61	62	63	64	65	66
AmpC inh detg	8%	-5%	-2%	18%	?	?	?	-2%	5%	?
FBPA Giardia inh	24%	-4%	1%	-18%	1%	·	-2%	3%	1%	4%
Sm TGR block	6%	15%	-1%	8%	-2%	-5%	-11%	-10%	11%	-1%
HCMV antiviral	9	-18	-10	-1	26	-20	17	30	-24	-36
AmpC no deterg	?	-17%	-18%	-18%	-14%	-13%	11%	-14%	-3%	-20%
AMA1 RON2 block	1%	0%	2%	-3%	0%	29%	0%	0%	6%	3%

Source: PubChem BioAssay (National Center for Advancing Translational Sciences (NCATS))
